Screening results (PubChem BioAssay)
aGlu spleen mod – qHTS Assay for Inhibitors and Activators of Human alpha-Glucosidase From Spleen Homogenate. AID 2112, 2009. human spleen homogenate, 4-MU-alpha-glucoside fluorescence. Potency, µM (doses to about 79.9 µM), for inactives: at the highest dose activity change, negative = inhibition, usual class: inhibitors. Lysosomal alpha-glucosidase (Homo sapiens), P10253. actives 0.006% (n = 240,000);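 further: 0% = enzyme with vehicle and -100% = no enzyme basal signal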
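AC50 values come from Hill-equation fits of concentration-response data, normalized to no-enzyme and full-activity controls. Enzyme source: 1 ug human spleen homogenate; 1 mM fluorogenic 4-MU glucoside, pH 5.0 citrate buffer, 37 C, 40 min.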
GLA spleen mod – qHTS Assay for Inhibitors and Activators of Human alpha-Galactosidase From Spleen Homogenate; human spleen homogenate, 4MU-alpha-Gal fluorescence, 40 min; Potency, µM (highest dose often 80 µM), inactives show top-dose activity change, negative = inhibition, actives largely listed as inhibitors; actives 0.008% (n = 240,000); AID 2107, 2009;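 further: 0% = enzyme with vehicle and -100% = no enzyme basal signal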
Target sequence (P06280 32-429 limits assumed): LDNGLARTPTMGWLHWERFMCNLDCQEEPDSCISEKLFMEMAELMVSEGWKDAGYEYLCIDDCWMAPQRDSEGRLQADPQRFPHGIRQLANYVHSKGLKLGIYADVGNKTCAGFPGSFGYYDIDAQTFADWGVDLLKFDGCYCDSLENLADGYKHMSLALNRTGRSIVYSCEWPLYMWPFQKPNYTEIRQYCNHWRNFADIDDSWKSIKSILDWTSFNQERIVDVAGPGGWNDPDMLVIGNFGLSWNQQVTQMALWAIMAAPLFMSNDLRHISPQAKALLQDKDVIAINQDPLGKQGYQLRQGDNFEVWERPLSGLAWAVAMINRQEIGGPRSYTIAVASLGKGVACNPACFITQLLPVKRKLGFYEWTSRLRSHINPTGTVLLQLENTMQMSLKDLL
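Inhibition or activation of alpha-galactosidase in human spleen homogenate is scored by 4-MU fluorescence after 40 min at 37C, pH 5.0, with 1 mM substrate. AC50s come from concentration-response fitted to the Hill equation.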
Epigenetic reg – Quantitative High-Throughput Screen for Regulators of Epigenetic Control; murine LDR cells, GFP reporter derepression, 30 h; Potency, µM (titrated, usually from 53.9 µM), without a hit: at the highest dose GFP activation, hits mostly activators; actives 0.2% (n = 280,000); AID 1865, 2009; further: % of control where 0% means no effect; nearly all actives have a fitted effect of over 60% in size
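In this reporter-derepression format, murine cells bearing a silenced integrated CMV-GFP locus incubate with test compound (30 h, 37 C), then are washed and imaged; fluorescent objects of 20–120 um count as induced cells.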
Tau fluor cs – Counterscreen qHTS for Inhibitors of Tau Fibril Formation, Fluorescence Polarization; tau K18 P301L Alexa594 fluorescence, heparin fibrillization; AID 1463, 2008; actives 0.93% (n = 280,000); Potency, µM (top dose mostly 57.7 µM), without a hit: at the highest dose activity change, negative = decrease; further: on the % scale 0 is the no-effect control and ±100 the full control effect; nearly all actives have a fitted effect of over 55% in size
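Human tau K18 P301L (15 uM unlabeled, 0.24 uM Alexa 594-labeled) in 100 mM sodium acetate pH 7 with 20 uM heparin, 6 hr at 37 C. ThT 30 uM added, 1 hr ambient; Alexa 594 FP and total fluorescence read at 555/632 nm.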
ALDH1A1 inh – qHTS Assay for Inhibitors of Aldehyde Dehydrogenase 1 (ALDH1A1) | Potency, µM (doses to about 75.3 µM), for inactives: top-dose activity, negative = inhibition, hits mostly inhibitors | Purified ALDH1A1, NADH fluorescence, propionaldehyde substrate | Aldehyde dehydrogenase 1A1 (Homo sapiens), P00352 | AID 1030, 2008 | actives 7.3% (n = 220,000); active means well fitted inhibition curve with a large enough effect, not every such curve was filed as active; inconclusive means small, poorly fitted or top-dose-only effect, or another doubt; inactive means no such curve, though single readings can be large or run the other way;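 further: plate controls were no enzyme wells and a reference inhibitor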
NPSR antag – qHTS Assay for Antagonists of the Neuropeptide S Receptor: cAMP Signal Transduction. actives 1% (n = 220,000). Potency, µM (titrated, usually from 38.3 µM), inactives show at the highest dose activity change, negative = inhibition, usual class: inhibitors. Q6W5P4. AID 1461, 2008. CHO-NPSR cells, cAMP TR-FRET, antagonist mode; further: on the % scale 0 is the no-effect control and ±100 the full control effect; nearly all actives have a fitted effect of over 50% in size; many of its hits are not listed in these tables
Target sequence (Q6W5P4 whole entry, looked up): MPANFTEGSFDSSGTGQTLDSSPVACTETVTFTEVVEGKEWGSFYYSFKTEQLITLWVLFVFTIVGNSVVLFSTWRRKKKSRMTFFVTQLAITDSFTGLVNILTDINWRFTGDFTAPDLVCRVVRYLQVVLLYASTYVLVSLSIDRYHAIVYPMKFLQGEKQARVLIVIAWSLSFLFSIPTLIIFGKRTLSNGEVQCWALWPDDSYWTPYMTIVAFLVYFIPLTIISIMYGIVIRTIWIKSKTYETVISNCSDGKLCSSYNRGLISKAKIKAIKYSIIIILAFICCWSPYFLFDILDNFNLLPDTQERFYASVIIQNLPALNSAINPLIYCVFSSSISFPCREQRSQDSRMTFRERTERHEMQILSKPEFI
GAA glycogen mod – qHTS Assay for Inhibitors and Activators of Human alpha-Glucosidase Cleavage of Glycogen | Lysosomal alpha-glucosidase (Homo sapiens), P10253 | recombinant GAA, glycogen substrate, Amplex Red glucose oxidase fluorescence | Potency, µM (series often up to 76.4 µM), for inactives: at the highest dose activity change, negative = inhibition, actives largely listed as inhibitors | actives 0.38% (n = 300,000) | AID 2100, 2009;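 further: 0% = full enzyme reaction and -100% = no-enzyme basal signal; the screen sought inhibitors and activators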
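Natural-substrate format: glycogen cleavage by 4 nM human enzyme, glucose read by Amplex Red coupling (Ex 573, Em 610 nm). Normalized to enzyme and no-enzyme controls.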
GAA inhib – qHTS Assay for Inhibitors of Human alpha-Glucosidase as a Potential Chaperone Treatment of Pompe Disease | Lysosomal alpha-glucosidase (Homo sapiens), P10253 | purified human GAA, 4-MU-alpha-glucoside fluorescence | Potency, µM (series often up to 76.9 µM), inactives show at the highest dose activity change, negative = inhibition, usual class: inhibitors | actives 0.005% (n = 200,000) | AID 1466, 2008;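 further: plate controls were uninhibited enzyme wells for no effect and no-enzyme background for full effect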
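Fluorogenic assay: 4 nM human alpha-glucosidase with 400 uM 4-methylumbelliferyl-alpha-D-pyranoside in 50 mM citrate/phosphate, 0.005% Tween-20, pH 5.0, 20 min at room temperature. Compounds tested up to 77 uM; AC50 from Hill fits.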
Active calls of the source: *; i = inactive; ? = inconclusive; . = not tested or not shown; [ ] = dose if it differs, or a comment. Unless noted, the call rests on the fitted dose curve; in most records, active means well fitted curve in the direction sought with a large enough effect; inconclusive means small, poorly fitted or top-dose-only effect, or another doubt; inactive means no such curve, though single readings can be large; an effect the other way counts as inactive or inconclusive. Potency means the concentration at half of the fitted maximal effect. An excerpt (hit frequency here may not be typical).

SMILES | aGlu spleen mod | GLA spleen mod | Epigenetic reg | Tau fluor cs | ALDH1A1 inh | NPSR antag | GAA glycogen mod | GAA inhib
Cc1ccccc1CS(=O)(=O)c1nnc([C@H](Cc2ccccc2)NC(=O)OC(C)(C)C)o1 | -4% | 5% | -1.4% | -4% | 14µM* | 10µM* | 9% | -9%
c1ccc(-c2nc(NCC3CCCO3)c3oc4ccccc4c3n2)cc1 (configuration not stated) | -11% | -4% | 1.0% | ? | -13% | ? | -14% | -6%
Cc1cccc(N2C(=S)N=C(Nc3c(C)cccc3C)C23CCOC(C)(C)C3)c1 (configuration not stated) | -2% | 11% | -1.5% | -14% | 0% | -3%[46.1 µM] | 9% | -9%
Cc1cc(O)c(C=O)c2c1C(=O)Oc1c(CO)c(O)c3c(c1O2)C(O)OC3=O (configuration not stated) | 6% | 3% | -3.2% | ? | ? | -21% | ? | .
COc1ccc(NC(=O)CSc2nnc(-c3cccs3)n2Cc2ccco2)cc1OC | -2% | -2% | -5.7% | -23% | -10% | -17%[46.1 µM] | 9% | -4%
CC(=O)c1nn(-c2ccc(Br)cc2)cc1C(=O)c1ccccc1 | -4% | 0% | 1.1% | 3% | 12% | -4% | -5% | 0%
COc1cc(/C=C(/C#N)c2nc3ccccc3[nH]2)ccc1OCc1ccc(C(=O)O)o1 | -5% | -2% | 6.5% | 1% | -10% | -18%[46.1 µM] | -4% | 13%
CNCc1ccccc1OCC(=O)Nc1ccccc1 | 6% | 7% | -0.5% | -7% | -6% | -5%[46.1 µM] | 12% | -1%
Cc1ccc(-c2nc3ccccn3c2NC(=O)c2ccco2)cc1 | -1% | 2% | 0.0% | 6% | ? | -9%[46.1 µM] | -6% | 3%
CC(=O)NCCC(=O)Nc1ccc(F)cc1C | -2% | 5% | -1.2% | -5% | 8% | 2%[46.1 µM] | -5% | -6%
COc1ccc(OC)c(NC(=O)C2C3CCC(C3=C(C)C)C2C(=O)O)c1 (configuration not stated) | -3% | -1% | -2.3% | -7% | 13% | 0%[46.1 µM] | -23% | ?
CC(c1ccc(F)cc1)n1c(Cn2ncc3ccccc3c2=O)n[nH]c1=S (configuration not stated) | -2% | 1% | 0.0% | -21% | -2% | 15% | -11% | -10%
O=C(Nc1ccccc1C(=O)NCc1ccco1)NC1CCCCC1 | -3% | 5% | -1.0% | -4% | -7% | -6%[46.1 µM] | -20% | 2%
O=C(NC1=NCCS1)Nc1ccccc1 | -5% | 3% | -1.1% | 1% | 9% | -3%[46.1 µM] | -6% | 6%
CN1CCc2c(sc3c2C(=O)NC(c2ccc4c(c2)OCO4)N3)C1 (configuration not stated) | 1% | -3% | -1.9% | -1% | ? | ? | -19% | -10%
Cn1c(=O)c2c(ncn2CC(=O)N/N=C/C(Br)=C/c2ccccc2)n(C)c1=O | 2% | 6% | ? | -13% | -4% | -3% | 11% | 5%
Cc1cc2n(n1)C(c1sccc1C)Nc1c(C)cccc1-2 (configuration not stated) | -4% | -4% | -1.9% | -18% | ? | 0%[46.1 µM] | -14% | 1%
O=C(Nc1nc2c(s1)CCCC2)c1cccc(S(=O)(=O)N2CCCc3ccccc32)c1 | -6% | -16% | -1.9% | ? | ? | -47% | 0% | -3%
Cn1ccnc1C(=O)c1cc(SCC(=O)N2CCOCC2)nc2ccccc12 | -2% | 4% | -3.2% | -6% | -5% | -2% | 8% | 3%
COc1ccc(C(=O)C(CCC(CNC(C)(C)C)C(=O)c2ccc(OC)cc2)CNC(C)(C)C)cc1 (configuration not stated) | -5% | 0% | 1.1% | -6% | 8.9µM* | 23% | 9% | -3%
CSc1nsc(SCC(=O)N2CCN(c3ccccc3)CC2)n1 | -12% | 1% | -1.1% | -12% | ? | -12%[46.1 µM] | 3% | -4%
CCOC(=O)N1CCN(C(=O)Nc2ccccc2)CC1 | 6% | 2% | 0.1% | -9% | 4% | -13% | -8% | 1%
N=C1C(c2nc3ccccc3s2)=C(O)CN1c1ccccc1 | -2% | -6% | -1.9% | -10% | i | -29% | 1% | 9%
c1ccc(-c2csc3ncnc(N4CCc5ccccc5C4)c23)cc1 | 0% | -5% | -1.3% | 3% | 0% | -39% | 2% | 10%
CC1(C)Cc2ccccc2C2CC(O)C(=O)N21 (configuration not stated) | -17% | 2% | ? | -10% | ? | -19%[46.1 µM] | 4% | -9%
CCCCC(=O)Nc1ccc(C(=O)NNC(=O)CCc2ccccc2)cc1 | -4% | -2% | -2.6% | 3% | 3% | 2%[46.1 µM] | -2% | 3%
CC1=CC(C)(C)N2C(=O)C3(C(C#N)=C(N)OC4=C3C(=O)CC(C)(C)C4)c3cc(C)cc1c32 (configuration not stated) | -8% | -2% | -6.1% | -14% | -8% | -15%[46.1 µM] | -4% | 0%
CSCCC(NC(=O)c1ccco1)C(=O)NCc1ccc(F)cc1 (configuration not stated) | -2% | 0% | 1.6% | 0% | 8% | -1%[46.1 µM] | 8% | -1%
N#Cc1ccc(COC(=O)CSc2nnc(N)s2)cc1 | -11% | -7% | 0.0% | -5% | -1% | 3%[46.1 µM] | -6% | 1%
Cc1cccc(-c2cc3nc(C)cc(NCCCN(C)C)n3n2)c1 | -9% | 10% | 0.9% | 2% | ? | -11%[46.1 µM] | 0% | ?
CCOc1cc(/C=C/C(=O)c2ccc(O)cc2)ccc1OCC(=O)N(C)C | -5% | -2% | 2.3% | -4% | -1% | -6%[46.1 µM] | 5% | -12%
COc1cccc(C(O)Cc2nc3ccccc3n2C)c1OC (configuration not stated) | 8% | -11% | -2.0% | -14% | 3% | 1% | -5% | 7%
C/C(Cn1nnc([N+](=O)[O-])n1)=N\NC(=O)c1ccc(O)cc1O | 7% | 8% | -1.9% | -23% | ? | 25% | ? | -5%
O=C(Cc1ccc(Cl)cc1)Nc1ccc(NC(=O)c2ccccc2)cc1 | -5% | -7% | 0.0% | -5% | ? | 9% | 15% | 1%
CSc1ccc(S(=O)(=O)N2CCCC2)cc1 | -8% | -2% | -0.2% | 2% | -8% | 4%[46.1 µM] | 2% | -3%
CN(C)c1cccc(N(C)C)c1CNC(=O)C(C)(C)C | 1% | -7% | -1.0% | -1% | . | 2% | -11% | .
O=C(Nc1ccccc1)c1ccc(-c2ccccc2)s1 | -3% | -3% | -6.2% | 6% | 5% | -14% | 5% | 4%
CCC(=O)Nc1ccc(C(=O)NCc2ccccn2)cc1 | -4% | -4% | -0.1% | 5% | 5% | 0% | 9% | -4%
CC(=O)Nc1ccc(C)cc1NC(C)=O | -6% | 2% | -2.1% | 13% | 11% | -6%[46.1 µM] | -2% | -3%
CCOC(=O)c1nc2ccccc2nc1C | 3% | 11% | -1.0% | -9% | 4% | 18% | -4% | 0%

Compound profiles, from the list above. Values in the order: aGlu spleen mod | GLA spleen mod | Epigenetic reg | Tau fluor cs | ALDH1A1 inh | NPSR antag | GAA glycogen mod | GAA inhib
`COc1cccc(C(O)Cc2nc3ccccc3n2C)c1OC` (configuration not stated) is entered as 8% | -11% | -2.0% | -14% | 3% | 1% | -5% | 7%
`CSc1nsc(SCC(=O)N2CCN(c3ccccc3)CC2)n1` is entered as -12% | 1% | -1.1% | -12% | ? | -12%[46.1 µM] | 3% | -4%

Additional compounds follow:
SMILES | aGlu spleen mod | GLA spleen mod | Epigenetic reg | Tau fluor cs | ALDH1A1 inh | NPSR antag | GAA glycogen mod | GAA inhib
CCOC(=O)N1CCC(N(CCCOC)C(=O)Nc2cccc(OC)c2)CC1 | -8% | -3% | 0.0% | -4% | 8% | -9%[46.1 µM] | 10% | 0%
COC(=O)c1cccc(NC(=O)Nc2ccccc2OC)c1 | 0% | -15% | 1.1% | ? | 4% | 14% | 16% | .
COC(=O)C1=C(NC(=O)c2ccc(C)cc2)CCS1 | 1% | 1% | -0.9% | 2% | 16% | -16%[46.1 µM] | 8% | 5%
Cc1ccc(O)c(CC(C)C)n1 | -7% | -8% | -0.2% | 7% | -1% | -3%[46.1 µM] | 3% | 6%
CCC(C)(C)NC(=O)C(c1ccncc1)N(Cc1cccs1)C(=O)Cn1nnc2ccccc21 (configuration not stated) | -16% | -21% | -0.5% | 7% | -4% | -26%[46.1 µM] | ? | -9%
O=c1[nH]c(-c2cccnc2)nc2sc(-c3ccccc3)cc12 | 2% | 0% | -1.5% | 10% | ? | -5% | 8% | ?
CCCc1oc(C(=O)O)cc1CN1CCOCC1 | -1% | 2% | -1.0% | -12% | 3% | -14%[46.1 µM] | 6% | 7%
O=C1CCCC(O)=C1N=Nc1ccc(Cl)c(Cl)c1 | -3% | -9% | -0.2% | -10% | -12% | 5% | 3% | 8%
O=C(CN1CCCCCC1=O)OCc1ncc(-c2ccccc2)o1 | 1% | -1% | 4.3% | -4% | 10% | -14%[46.1 µM] | -4% | -6%
CC(C)c1ccc(N2C(=O)CC(Sc3ncn[nH]3)C2=O)cc1 (configuration not stated) | 4% | 6% | 2.6% | -9% | 0.13µM* | -8%[46.1 µM] | 0% | -4%
CCOC(=O)C1=C(O)C(Nc2nccs2)(C(F)(F)F)N=C1C (configuration not stated) | 2% | -16% | -1.3% | 2% | 6% | 3%[46.1 µM] | 5% | -5%
CC(C)Sc1nc2c([nH]1)c(=N)ncn2Cc1ccccc1 | -12% | -2% | 2.7% | -7% | -11% | -36% | -3% | -17%
Cc1ccc(-n2nnnc2CCl)cc1 | 0% | 5% | 1.4% | -4% | 22µM* | ? | -6% | -4%
COc1cc(/C=C/C(=O)OCC(=O)Nc2ccc(S(=O)(=O)N3CCCC3)cc2)ccc1O | -3% | -14% | -1.9% | ? | ? | -10% | ? | ?

Copied from the list.
Reading of CCC(C)(C)NC(=O)C(c1ccncc1)N(Cc1cccs1)C(=O)Cn1nnc2ccccc21 (configuration not stated) in GAA inhib: -9%
Reading of COc1cc(/C=C/C(=O)OCC(=O)Nc2ccc(S(=O)(=O)N3CCCC3)cc2)ccc1O in NPSR antag: -10%
Reading of CCOC(=O)N1CCC(N(CCCOC)C(=O)Nc2cccc(OC)c2)CC1 in Tau fluor cs: -4%
Reading of Cc1ccc(-n2nnnc2CCl)cc1 in Tau fluor cs: -4%
